Screens as filed in PubChem BioAssay.
PP1 counter: blocks human PP1-alpha phosphatase, a PP5 counter-screen | P62136 | purified PP1alpha, OMFP fluorescence | inhibition, % at 6.7 µM | actives 0.9% (n = 320,000);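 active = inhibition above the mean inhibition of all tested compounds plus 3 SD, computed separately for each screening campaign, cut at about 15% in these data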
Target sequence (P62136 whole entry, looked up): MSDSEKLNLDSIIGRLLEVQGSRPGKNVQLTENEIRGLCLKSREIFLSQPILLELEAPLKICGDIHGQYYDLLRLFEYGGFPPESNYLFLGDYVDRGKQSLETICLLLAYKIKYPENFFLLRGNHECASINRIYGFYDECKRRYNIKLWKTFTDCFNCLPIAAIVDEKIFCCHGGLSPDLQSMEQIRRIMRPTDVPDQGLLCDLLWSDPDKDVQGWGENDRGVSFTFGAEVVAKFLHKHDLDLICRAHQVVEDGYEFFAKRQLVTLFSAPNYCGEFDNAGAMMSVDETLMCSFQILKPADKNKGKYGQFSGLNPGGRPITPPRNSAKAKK
VLA-4 inh: inhibition in a human VLA-4 binding assay; inhibition, % (about 7 µM as worked out from the volumes in the protocol); actives 0.2% (n = 330,000); VLA-4 expressing cells, ligand binding flow cytometry; P13612; in the data active = inhibition above about 50%
PP5 primary: PP5 (human) phosphatase inhibition | purified PP5c, OMFP substrate fluorescence | inhibition, % at 6.7 µM | actives 0.18% (n = 320,000) | P53041;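 active = inhibition above the campaign's mean inhibition across all tested compounds plus 3 SD, cut at about 9.5% in these data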;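 note: 0% = DMSO only and 100% = 100 µM cantharidin control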
HCV core dimer: HCV core protein dimerization inhibition; AID 1899; actives 0.33% (n = 300,000); inhibition, % at 5 µM; TR-FRET GST/Flag-core106 dimerization, 1536-well;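 active = inhibition above the mean of all tested compounds plus 3 SD, set per screening campaign, cut at about 45% in these data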
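System – GST-tagged and Flag-tagged HCV core protein residues 1-106 · Repeats – one well for each compound · Technique – TR-FRET 671 and 617 nm emission · Doses – one concentration, 5 µM, in 0.5% DMSO · Times – 4 h, 22.5 °C incubation · Also added – Eu donor and XL665 acceptor anti-tag antibodies · Measure – percent inhibition of core106 dimerization signal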
CTSL1 counter: blocks F. hepatica cathepsin L1 in PFM18AAP counter-screen; actives 0.49% (n = 300,000); inhibition, % at 5.96 µM; AID 1906; recombinant F. hepatica cathepsin L1, Z-Leu-Arg-MCA fluorescence;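 active = inhibition above the mean of all tested compounds plus 3 SD, set per screening campaign, cut at about 17% in these data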;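 note: 0% = plate median of test compound wells and 100% = 1 µM Z-Phe-Ala-diazomethylketone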
GRK2 aptamer HTS: blocks RNA aptamer binding to human GRK2 | bead flow cytometry, FAM-aptamer displacement from GRK2 | actives 0.59% (n = 330,000) | inhibition of aptamer binding, % at 10 µM;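 active = inhibition of aptamer binding above 40%, roughly 3 SD of noise, on plates passing a quality check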;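 note: median bead fluorescence of bound FAM aptamer so fluorescent compounds give negative values; no value below 0 was filed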
procasp7 counter: counter-screen for procaspase-3 activators: activators of human procaspase-7 | activation, % at 8.5 µM | actives 0.093% (n = 330,000) | recombinant procaspase-7, Ac-DEVD-pNA absorbance 405 nm; D23A/D198A/D206A triple mutant, cannot self-cleave; scale: DMSO 0, 5 µM enzyme 100 | P55210 | AID 463210;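 active = percent activation above the screen-wide mean plus 3 SD, cut at about 25% in these data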
Target sequence (P55210 whole entry D23A/D198A/D206A): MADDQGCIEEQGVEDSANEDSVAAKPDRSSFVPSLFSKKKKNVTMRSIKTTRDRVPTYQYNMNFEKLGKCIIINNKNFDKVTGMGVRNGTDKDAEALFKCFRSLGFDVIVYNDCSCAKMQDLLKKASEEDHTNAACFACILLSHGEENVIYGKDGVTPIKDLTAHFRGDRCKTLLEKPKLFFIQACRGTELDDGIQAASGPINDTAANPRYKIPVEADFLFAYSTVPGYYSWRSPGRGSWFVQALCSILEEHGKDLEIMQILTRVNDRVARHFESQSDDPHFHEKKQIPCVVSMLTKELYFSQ
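System: Uncleavable procaspase-7 mutant enzyme; Amount: 2 µM procaspase-7 mutant as dispensed; Schedule: 1 h compound preincubation, 2 h substrate cleavage, 25 °C; Measured by: 405 nm absorbance of p-nitroaniline; Evaluation: percent activation from buffer-corrected 0–120 min absorbance change; Control set: low DMSO alone, high DMSO plus 5 µM PC-7.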
proCasp3 act: activators of human procaspase-3; P42574; recombinant procaspase-3 D3A, Ac-DEVD-pNA absorbance 405 nm; activation, % at 8.5 µM; actives 0.11% (n = 330,000); AID 463141;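 active = activation above the mean of all tested compounds plus 3 SD, cut at about 21% in these data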;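 note: 0% = DMSO alone and 100% = DMSO wells spiked with extra 5 µM PC-3 D3A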
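Technique: 405 nm absorbance of p-nitroaniline, reads at 0 and 120 min; Test system: Procaspase-3 D3A mutant; Incubation: 1 h enzyme-compound preincubation, then 2 h substrate reaction, 25 °C; Repeats: singlicate, each compound tested once; Benchmarks: low control DMSO wells, high control DMSO plus 5 µM PC-3 D3A.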
JMJD2C inh: inhibitors of human GASC-1 (JMJD2C) demethylase | AID 2099 | GST-JMJD2C(1-420) H3K9me3 demethylation, DELFIA europium | actives 0.069% (n = 330,000) | inhibition, % at 2.35 µM;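 active = more than half of a compound's replicate wells show inhibition beyond 50%, single wells judged on their own value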;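 note: signal counts dimethyl H3K9 product captured on neutravidin plate; 0% = median of DMSO wells and 100% = 0.3 times that DMSO median; strong numbers were not always called active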
Target sequence (Q9H3R0 1-420 limits assumed): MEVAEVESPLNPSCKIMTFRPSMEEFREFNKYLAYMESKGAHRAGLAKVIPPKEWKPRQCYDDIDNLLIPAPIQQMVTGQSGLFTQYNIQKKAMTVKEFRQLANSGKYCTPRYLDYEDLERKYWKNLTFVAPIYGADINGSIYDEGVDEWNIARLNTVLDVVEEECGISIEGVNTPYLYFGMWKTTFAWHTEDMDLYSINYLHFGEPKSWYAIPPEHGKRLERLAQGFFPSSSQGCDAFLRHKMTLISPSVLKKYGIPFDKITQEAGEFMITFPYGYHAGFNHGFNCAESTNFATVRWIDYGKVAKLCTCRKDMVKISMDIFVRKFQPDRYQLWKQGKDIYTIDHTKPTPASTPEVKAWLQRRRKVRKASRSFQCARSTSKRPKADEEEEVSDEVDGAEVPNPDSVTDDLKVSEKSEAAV
Numbers without * were called inactive; . = no result given; & = joins results of further samples. Rows were taken by chance; overall some 2.6% were active at least once.

SMILES	PP1 counter	VLA-4 inh	PP5 primary	HCV core dimer	CTSL1 counter	GRK2 aptamer HTS	procasp7 counter	proCasp3 act	JMJD2C inh
CCCCOc1ccccc1C(=O)NCCCCCC(=O)O	-1.3	6.3	1.0	2.2	-3.1	0.0	-4.3	3.0	-3.0
O=C(Nc1cccc2nsnc12)c1cccnc1	-2.8	-10.8	-1.8	-1.7	-1.1	0.0	-7.4	-14.9	0.2
COc1cc(NC(=O)c2cccnc2SC)cc(OC)c1	-10.8	14.1	-0.4	3.0	3.6	0.0	4.3	7.8	0.1
Cc1onc(-c2c(Cl)cccc2Cl)c1NC(=O)NNc1ccccn1	-3.5	-7.2	2.5	-1.4	-2.8	0.0	-1.7	-2.3	-1.6
Fc1ccc(COc2ccccc2C(=S)N2CCCC2)cc1	1.2	1.1	1.4	-4.4	-2.3	1.0	-33.5	-13.8	-8.9
CCCOc1ccc(/C=C/C(=O)NC2CCCCC2)cc1	1.1	2.4	3.3	-2.8	1.9	2.0	4.7	-6.0	9.9
COC(=O)C1=C(C)NC2=C(C(=O)CCC2)C1c1coc2ccccc2c1=O (centres undefined)	0.2	20.0	3.0	-2.4	-0.9	3.0	6.0	0.0	3.1
COc1ccc(OC(C)C(=O)NC2CCCCCC2)cc1 (centres undefined)	-3.9	-13.8	1.8	-3.2	-0.8	0.0	-10.8	-5.6	7.9
COCC1CCCCN1C(=O)c1cccc(OC2CCN(C(=O)C3CC3)CC2)c1 (centres undefined)	-2.1	4.8	1.8	-11.4	2.6	0.0	-1.4	6.7	77.2
CCC(=O)Oc1ccc2ccccc2c1CNC(=O)c1ccccc1	-1.0	12.4	1.4	2.6	-15.5	7.0	16.5	-0.3	8.8
CCCCNC(=O)N1CCC(CCC(=O)N(C)Cc2ccccc2)CC1	0.0	5.9	0.2	-7.1	-3.9	0.0	-7.1	-1.3	-17.4
COc1ccc2c(=O)c(N3C(=O)c4ccccc4C3=O)c(C)oc2c1	-3.5	39.9	-1.4	-0.8	-3.8	0.0	0.2	-6.9	-1.8
COc1cccc(NC(=O)[C@@H]2CCC(=O)N2C2OC(=O)c3ccccc32)c1 (some centres undefined)	-9.7	-9.6	2.1	1.9	-1.7	5.0	0.6	10.2	22.5
Cc1cccc(S(=O)(=O)NCCc2cn3ccccc3n2)c1	-5.6	11.8	-1.0	3.2	-0.2	2.0	10.0	1.4	5.0
O=C1CSc2ccc(S(=O)(=O)N3CCN(c4ccccc4)CC3)cc2N1	1.0	6.6	0.8	4.4	-3.8	0.0	-0.7	7.3	-11.4
CN(Cc1ccccc1)C(=O)c1ccc(NC(=O)Cc2cccc(NC(=O)C3CCCN(C(=O)CCc4ccccc4)C3)c2)cc1 (centres undefined)	11.3	0.9	4.1	.	.	0.0	2.4	4.0	.
COc1ccc(C(=O)C2CCCN(Cc3ccc4c(c3)OCCO4)C2)cc1F (centres undefined)	-2.1	4.0	-0.9	-2.8	3.6	0.0	6.1	-8.7	-3.3
c1cc(-n2cnnn2)ccc1NC1=NCCC1	-1.4	5.0	2.8	-1.8	-5.4	0.0	1.5	-3.8	-3.4
COc1ccc(/C=N/Nc2cc(C)nc(N3CCOCC3)n2)cc1	2.4	0.2	-0.8	2.2	6.0	0.0	4.9	9.3	6.6
COc1ccc(S(=O)(=O)Nc2ccc(S(=O)(=O)Nc3nc(C)cc(C)n3)cc2)cc1OC	-5.2	4.4	5.2	-1.1	-4.4	2.0	-0.7	2.1	0.1&-4.4
Nc1nc(C2C(=O)CCCC2=O)cs1	-5.5	11.3	-1.4	-4.9	-1.9	1.0	-2.1	-7.5	-2.3
NC(=O)[C@@H]1CCCN1C(=O)c1cc(COc2ccc(F)cc2F)on1	-5.7	-104.9	2.8	3.6	-0.6	8.0	12.1	6.5	-1.4
CCOc1ccccc1NC(=O)CSc1nnc(CNC(=O)COc2ccc(Cl)cc2)o1	-1.0	-0.3	3.9	1.1	-0.8	0.0	3.7	-1.7	0.8
Cc1ccc(S(=O)(=O)N2CCC(C(N)=O)CC2)cc1[N+](=O)[O-]	-1.6	1.7	-1.5	-3.8	-2.9	0.0	0.4	11.4	-3.6
COc1ccccc1C(N)=S	0.6	3.0	1.3	-4.8	-1.7	0.0	1.5	0.6	4.7

A different layout for 3 compounds above.
The line under a structure holds: PP1 counter	VLA-4 inh	PP5 primary	HCV core dimer	CTSL1 counter	GRK2 aptamer HTS	procasp7 counter	proCasp3 act	JMJD2C inh
> NC(=O)[C@@H]1CCCN1C(=O)c1cc(COc2ccc(F)cc2F)on1
→ -5.7	-104.9	2.8	3.6	-0.6	8.0	12.1	6.5	-1.4
> c1cc(-n2cnnn2)ccc1NC1=NCCC1
→ -1.4	5.0	2.8	-1.8	-5.4	0.0	1.5	-3.8	-3.4
> COc1cccc(NC(=O)[C@@H]2CCC(=O)N2C2OC(=O)c3ccccc32)c1 (some centres undefined)
→ -9.7	-9.6	2.1	1.9	-1.7	5.0	0.6	10.2	22.5

New compounds follow.
SMILES	PP1 counter	VLA-4 inh	PP5 primary	HCV core dimer	CTSL1 counter	GRK2 aptamer HTS	procasp7 counter	proCasp3 act	JMJD2C inh
CC(=O)c1sc(NC(=O)CCCOc2ccc(Cl)cc2)nc1C	9.5	5.6	-1.7	10.3	-9.0	3.0	-1.2	2.8	-6.5
CC/C(CC(=O)C(F)(F)F)=N\NC(=O)/C(C#N)=C/N(C)C	2.1	11.3	2.1	2.3	-2.9	1.0	2.0	10.3	8.0
COc1ccc(C)cc1-n1nnnc1SCC(=O)c1ccc2c(c1)OCCO2	5.1	33.5	2.7	-28.0	1.7	3.0	-18.2	-3.3	9.4
Cc1noc(C)c1NC(=O)Nc1cccc2c1O[C@H](CN(C)S(=O)(=O)c1cccs1)[C@@H](C)CN([C@H](C)CO)C2=O	.	19.4	.	.	.	0.0	9.7	2.7	39.2
O=C(NCCCn1ccnc1)C(=O)c1cn(CC(=O)N2CCCCCC2)c2ccccc12	-1.5	29.6	-0.7	1.7	5.4	10.0	9.0	8.3	.
CC(NC(=O)NC1CCCCC1)C(c1cccs1)N1CCN(Cc2ccccc2)CC1 (centres undefined)	-3.2	14.4	3.5	-19.8	-1.4	3.0	8.1	-9.2	-8.7
Cc1[nH]nc2c1C(c1ccc(OC(=O)c3ccco3)cc1)C(C#N)=C(N)O2 (centres undefined)	0.8	0.9	0.7	0.7	-14.8	0.0	6.5	-2.2	-4.4
COc1cccc(CC(NC(C)=O)C(=O)NC2CCN(c3c(Cc4ccccc4)c(C)nc4ncnn34)CC2)c1 (centres undefined)	0.6	-14.2	-0.5	-9.5	0.3	2.0	2.3	2.9	-1.4
COc1ccc(CCN(C)C(=O)CSc2ncnc3sccc23)cc1OC	-4.7	-7.0	0.0	-1.6	3.7	0.0	9.6	7.9	-3.4
CCOC(=O)N1CCN(C(=O)CSc2nc3c([nH]c4ccccc43)c(=O)n2CC)CC1	-0.4	5.4	0.7	-5.5	1.2	11.0	-5.1	0.1	-1.6
CCCC(=O)N(CCN1CCOCC1)c1nc2c(OC)ccc(C)c2s1	-7.5	-14.1	4.5	-29.8	5.8	0.0	8.1	4.1	-10.0
COc1ccc(C2CC(=O)c3cnc(Nc4cc(C)cc(C)c4)nc3C2)cc1 (centres undefined)	2.8	10.8	0.7	7.2	0.6	0.0	-0.1	2.7	-15.4
CCOc1ccc(N2C(=O)NC(Cc3c[nH]c4ccccc34)C2=O)cc1 (centres undefined)	1.6	-1.3	-0.7	-0.8	1.7	0.0	19.7	-2.4	0.5
COc1ccc(C(=O)NC2CCCc3c2cnn3-c2cc(F)cc(F)c2)c(OC)n1 (centres undefined)	-0.1	-0.9	0.2	4.9	4.7	0.0	5.4	0.3	-8.8
O=C(CSc1cccc2cccnc12)N1CCCC1	-4.5	0.2	1.7	8.2	2.1	1.0	-15.1	-21.5	-6.4
O/N=C(\C[n+]1ccccc1)c1ccc(Br)cc1	-3.3	6.2	1.7	0.0	-1.0	10.0	8.3	10.7	24.2
CCCC(=O)Nc1ccc(NCc2ccc(C)s2)cc1	-0.5	9.8	0.2	4.8	2.5	1.0	-2.8	3.0	1.3
NC(CSC12CC3CC(CC(C3)C1)C2)C(=O)O (centres undefined)	-0.4	13.4	-1.1	10.3	-1.8	1.0	4.1	2.5	-13.3
CCc1cc2c(=O)c(-c3ccc4c(c3)OCCO4)coc2c(CN2CCCCC2C)c1O (centres undefined)	-0.5	16.1	0.3	1.6	-1.1	0.0	-3.8	0.5	0.5
CC(C)c1ccc(/C=N/NC(=O)c2c(Cl)cnn2C)cc1	-1.7	3.2	0.6	3.5	-1.3	0.0	-0.9	-11.1	2.0
CNc1nc(-c2c[nH]c3ccccc23)cs1	1.7	6.7	1.2	-19.1	0.8	0.0	-18.3	-16.5	-10.5
O=C(OCCNc1nc(-c2ccccc2)nc2ccccc12)c1cccnc1	3.4	2.5	3.4	3.6	-1.7	0.0	-1.9	0.1	0.6
Cn1c(=O)c2c(nc(NC3CCCCC3)n2Cc2ccccc2)n(C)c1=O	1.8	28.1	-0.3	22.6	3.0	0.0	5.7	7.3	39.0
COc1cccc(/C=N/NC(=O)Cn2ccnc2C)c1	0.8	27.2	-0.5	-2.0	-0.9	1.0	-5.5	6.9	12.6
CNNC(=O)C(=O)NNS(=O)(=O)c1ccccc1	-2.3	-3.4	-0.9	1.4	-2.2	0.0	4.9	9.6	-2.6

The list continues:
SMILES	PP1 counter	VLA-4 inh	PP5 primary	HCV core dimer	CTSL1 counter	GRK2 aptamer HTS	procasp7 counter	proCasp3 act	JMJD2C inh
Cc1c(NC(=O)C(C)Oc2cccc(Cl)c2)c(=O)n(-c2ccccc2)n1C (centres undefined)	-4.3	-2.4	1.5	-0.2	2.4	0.0	6.7	7.4	1.9
O=C(CCc1ccncc1)N1CCCC(Nc2ccc(F)cc2)C1 (centres undefined)	-2.5	5.8	1.9	-2.2	-1.9	1.0	-1.0	0.3	1.5
COc1ccc(NC(=O)CCc2c(C)nc3nc(CNC(=O)c4cccc(F)c4)nn3c2C)cc1OC	-1.5	9.6	1.2	-11.7	9.4	0.0	-6.7	-0.9	0.1
CC(=O)Nc1nccc(-c2cc(-c3ccccc3)no2)n1	4.0	-2.5	0.9	-7.0	-0.3	0.0	-0.3	-1.2	8.8
Cc1ccc(CC2S/C(=N/c3ccccn3)NC2=O)cc1 (centres undefined)	-0.1	4.4	2.6	0.2	-1.9	1.0	-2.1	-3.7	-6.8
COc1cc(C=O)c(Br)cc1OCC(=O)NCCc1ccccc1	2.4	3.3	2.6	3.8	-1.8	0.0	-5.2	-2.3	-9.7
O=c1c(S(=O)(=O)c2ccc(Cl)cc2)cn(Cc2cccc(F)c2)c2ccc(F)cc12	1.8	18.5	5.2	6.5	3.2	3.0	7.7	-3.5	-9.3
OCCN1CCN(c2ncnc3c2c(-c2ccccc2)cn3-c2ccc(F)cc2)CC1	5.1	1.0	-0.4	-3.3	1.8	0.0	5.0	4.0	-6.7
